Growth percent in the NCI-60 one-dose screen (48 h, 10 µM unless noted): 100 = growth as untreated, 0 = no growth, -100 = all killed.
SNB-75 = SNB-75 CNS cancer. 79,000 compounds, 5% hits. AID 1794750
COLO 205 = COLO 205 colon cancer; 79,000 compounds, 7.3% hits
HT29 = HT29 colon cancer | 81,000 compounds, 7.4% hits | AID 1794748
SW-620 = SW-620 colon cancer | 82,000 compounds, 5.2% hits | AID 1794795
HCT-116 = HCT-116 colon cancer | 82,000 compounds, 7.3% hits
SNB-19 = SNB-19 CNS cancer cells | 81,000 compounds, 2.5% hits
HCT-15 = HCT-15 colon cancer; 82,000 compounds, 5.2% hits
HCC-2998 = HCC-2998 colon cancer; AID 1794799; 79,000 compounds, 4.7% hits
KM12 = KM12 colon cancer cells | 82,000 compounds, 5% hits
Starred values were filed as active, the others as inactive; / = no result given; & = joins results of further samples. The calls were made as follows: active = growth percent below 10; inactive = the rest. Random draw from the library. Share with any hit: about 10%.

smiles,SNB-75,COLO 205,HT29,SW-620,HCT-116,SNB-19,HCT-15,HCC-2998,KM12
CCCCCCCCCCCCCCNC(=O)C(C)O (centres undefined),90,119,98,104,96,98,90,108,126
CCn1c(Cc2ccccc2Nc2c(Cl)cccc2Cl)nnc1SCC(=O)NN1C(=O)/C(=C/c2cccc(OC)c2OC)SC1=S,87,112,113,106,109,91,100,115,102
N#CC1=C(N)Oc2c(sc3c(F)cccc23)C1c1ccc(F)cc1 (centres undefined),6.0*,13,6.9*,36,17,27,26,57,30
CC(C)(C)c1nn(-c2ccccc2)c2c1COCN2Cc1ccc(Cl)cc1,95,101,66,83,63,92,96,52,86
Cc1ccc(NC(=O)N[C@@H](Cc2cc(F)cc(F)c2)C(=O)NC2C(=O)N3CCC[C@H]3C(=O)N3CCCC[C@H]3C(=O)N[C@@H](C)C(=O)N3C[C@H](C)C[C@H]3C(=O)O[C@H]2C)c(F)c1 (some centres undefined),35,-33*,26,36,9.9*,26,14,24,39
CC(C)(C)OC[C@@H]1N=C(c2ccc(Br)cc2)Nc2nc3ccccn3c2C1=O,77,63,22,40,44,77,44,91,49
COc1ccc(/C=N/c2cc(C(C)(C)C)nn2-c2ccccc2)cc1,114,105,100,101,93,95,87,132,104
N#CCc1nn2c(CCC(=O)c3nc4ncccc4[nH]3)nnc2s1,77,113,107,103,100,94,97,99,98
Cc1c(N)cccc1Cl,85,79,106,108,104,95,107,105,105
O=C1C(C2SC(=S)N(C3CCCC3)C2=O)SC(=S)N1C1CCCC1 (centres undefined),85,112,107,100,100,94,103,103,102
COc1ccc2sc3c(NCCCO)nc4ccccc4c3c(=O)c2c1,91,116,98,102,100,94,91,113,102
CC(=O)N1N=C(c2ccc(Cl)cc2)CC1c1c(C)nn(-c2ccccc2)c1N(C)Cc1ccccc1 (centres undefined),80,75,58,81,53,64,71,88,75
COc1cc(-c2nn(-c3cccc(NC(=O)CN(C(C)C)C(C)C)c3)cc2-c2ccncc2)ccc1Cl,88,107,89,96,95,106,103,99,91
COC(=O)c1ccccc1NC(=O)C(=O)c1c(O)c(O)c(C(C)C)c2cc(C)c(-c3c(C)cc4c(C(C)C)c(O)c(O)c(C(=O)C(=O)Nc5ccccc5C(=O)OC)c4c3O)c(O)c12,87,114,90,101,76,102,101,100,96
COc1ccc(-c2c3c(cc4c2ncn4C)COC3=O)cc1,64,118,113,116,96,97,112,99,97
CN(C)CCOc1ccc(C(=O)C2[C@H](c3ccc(Cl)cc3)[C@@H](c3ccccc3)NC23C(=O)Nc2ccccc23)cc1 (some centres undefined),/,-63*,-69*,-58*,22,84,12,-60*,33
COc1ccc(/C(=N/O)c2cc(F)c(F)c(OC)c2F)cc1O,-11*,62,28,15,16,39,23,43,29
COc1cc(-c2cc(-c3ccc(Cl)cc3)[nH]c(=O)c2C#N)cc(OC)c1OC,93,119,119,99,93,106,94,107,108
CCNC(=O)Oc1ccc(/C(=C(/C)c2ccc(Cl)cc2)c2ccc(OCCN3CCCC3)cc2)cc1,86,89,20,83,53,82,60,77,96
CCN(CC)CCN1Cc2ccccc2C1,94,109,104,100,98,99,100,105,101
O=c1[nH]cc(CCCc2ccccc2)c(=O)[nH]1,111,120,102,99,109,100,105,111,104
O=C(c1ccccc1)c1c(/C=C/c2ccc(Br)cc2)nc2ccccc2c1/C=C/c1ccccc1,85,104,102,107,96,94,103,105,101
CO[C@H]1CC[C@H](C)[C@@H]([C@@H](C)[C@@H](O)[C@@H](C)[C@@H](O)[C@@H](C)COC(=O)c2ccc(Br)cc2)O1,104,110,100,109,103,105,104,114,118
COc1ncc(-c2ccc3ncnc(Nc4cccc(Cl)c4)c3c2)cc1NS(C)(=O)=O,9.1*,42,22,50,47,38,31,57,55
O=S(=O)(Cc1ccccc1)CS(=O)(=O)Cc1ccccc1,93,111,106,99,89,87,102,/,106
COc1cc(/C=C/C(=O)c2cccc(-n3cc(-c4ccccc4)[nH]c3=O)c2)ccc1O,47,100,45,4.9*,14,91,22,79,15
CCOC(=O)C(C(=O)OCC)(c1ccccc1)C1CCCCCC1,100,102,87,104,89,103,106,96,101
N#Cc1ccc(-c2cc3cnc4ccccc4c3oc2=O)cc1,102,118,104,102,99,102,108,95,107
Cc1cc(N/N=C/c2nc(-c3ccc(Br)cc3)oc2C)c2cc(Br)ccc2n1,/,100,-16*,-47*,16,42,6.2*,95,60
CC(C(=O)c1ccccc1)C(=O)C(F)(F)F (centres undefined),98,109,111,98,92,98,105,112,107
CCc1ccc2c(c1)CCC2,81,97,104,108,99,110,93,117,107
CCOC(=O)c1nn(C2CCCCO2)c2ccc(NC(=O)CSc3nc(C)cc(C)n3)cc12 (centres undefined),53,121,115,106,94,77,101,104,107
CN1CC[C@]23C1=NCC[C@@]21C(=Nc2c(Cl)cc(Cl)cc21)Nc1cc(Br)ccc13,86,86,87,105,85,101,103,93,111
COc1cc(C)c(OC)c2c1OCO2,/,99,93,98,102,125,101,101,113
CCCCCN(CCCCC)C(=O)CCC,89,110,102,102,103,107,106,97,115
COc1cccc(-c2nc(-c3ccc(NS(=O)(=O)c4ccccc4)cc3)[nH]c2-c2ccnc(Br)c2)c1,15,35,33,34,17,40,3.9*,22,8.7*
O=[N+]([O-])c1ccc(CC2=NCCc3cc4c(cc32)OCO4)cc1,84,112,99,96,87,95,/,100,108
CC(C)(S)[C@H](N)C(=O)O,117,111,101,115,108,102,102,107,/
O=S(Nc1ccccc1)c1ccc(-c2ccccc2)cc1 (centres undefined),89,107,89,84,93,96,96,110,94
CN(Cc1cccc(C(F)(F)F)c1)C(=O)[C@@H](CC(=O)N1CCC(N2CCCCC2)CC1)N1C(=O)[C@@H](N2C(=O)OC[C@@H]2c2ccccc2)[C@H]1/C=C/c1ccccc1,81,72,87,93,85,81,94,92,102
CCCCC(C#N)c1ccccn1 (centres undefined),86,103,102,98,104,100,102,102,101
CCC(C(N)=O)C(N)=O,124,107,102,108,107,90,121,97,109
O=C(O)c1cnnc2ccccc12,91,105,109,106,96,107,108,106,106
CCCCCCCCCCCCCCCCCCNC(=S)N/N=C/c1cc(Br)ccc1O,86,105,106,102,96,96,83,106,97
CC(C)(C)c1cc(C2OC(N)=C(O)C2=O)cc(C(C)(C)C)c1O (centres undefined),88,118,99,111,95,87,97,99,103

Structures shown so far with a COOH group:
smiles,SNB-75,COLO 205,HT29,SW-620,HCT-116,SNB-19,HCT-15,HCC-2998,KM12
CC(C)(S)[C@H](N)C(=O)O,117,111,101,115,108,102,102,107,/
O=C(O)c1cnnc2ccccc12,91,105,109,106,96,107,108,106,106

(continued)
smiles,SNB-75,COLO 205,HT29,SW-620,HCT-116,SNB-19,HCT-15,HCC-2998,KM12
Cc1nccnc1N1CCCCC1,126&94,106&103,113&96,106&102,105&106,95&103,107&108,86&99,106&102
COc1ccc(C(=S)N2CCN(c3ccccc3)CC2)cc1OC,89,104,104,111,105,105,103,115,106
CCc1cccc(CC)c1NC(=S)N/C=C(\C#N)S(=O)(=O)c1ccc(C)cc1,84,103,104,101,100,100,100,106,105
Oc1ccccc1CN1CCOCC1,88,107,105,108,112,101,108,107,107
COCC(Cl)/C(N)=N\S(=O)(=O)c1ccc(Cl)cc1 (centres undefined),106,120,121,103,107,/,96,116,101
COc1ccc(C2NC(=O)C(Cl)c3c2sc2c(F)cccc32)cc1 (centres undefined),77,120,107,94,98,93,86,106,92
CC(C)(C)c1cccc(C(=O)O)c1,109,109,71,94,99,92,105,90,98
CCc1ccc(NC(=O)CSc2nnc(Cc3ccccc3Nc3c(Cl)cccc3Cl)o2)cc1,90,107,103,97,95,105,94,106,106
C=C(C)CSc1ncnc2nc[nH]c12,111,127,119,95,84,127,114,88,94
CSc1nc2nc(Cl)c(Cl)nc2[nH]1,104,106,100,102,109,100,103,110,97
CSc1nn(-c2ccccc2)c2ncnc(Oc3ccccc3C)c12,55,107,92,94,75,87,89,133,/
NS(=O)(=O)c1cccc(Nc2nc(SCC(=O)c3ccc(Br)cc3)nc3c2CCCC3)c1,89,114,73,81,41,44,98,94,74
N#C/C(=C\n1ccc(=O)[nH]c1=S)c1nc2ccccc2s1,75,99,91,110,96,108,107,107,102
Sc1ccc2ccccc2c1,95,117,110,104,104,93,106,101,99
N#Cc1c(N)n(-c2ccc(OC(F)(F)F)cc2)c2cc(F)ccc12,87,82,77,104,55,90,79,109,45

Full records as entered above:
CCn1c(Cc2ccccc2Nc2c(Cl)cccc2Cl)nnc1SCC(=O)NN1C(=O)/C(=C/c2cccc(OC)c2OC)SC1=S is listed as SNB-75: 87; COLO 205: 112; HT29: 113; SW-620: 106; HCT-116: 109; SNB-19: 91; HCT-15: 100; HCC-2998: 115; KM12: 102
CCN(CC)CCN1Cc2ccccc2C1 is listed as SNB-75: 94; COLO 205: 109; HT29: 104; SW-620: 100; HCT-116: 98; SNB-19: 99; HCT-15: 100; HCC-2998: 105; KM12: 101

Next structures follow:
smiles,SNB-75,COLO 205,HT29,SW-620,HCT-116,SNB-19,HCT-15,HCC-2998,KM12
CC(=O)OC[C@]12CCC(C)(C)C[C@H]1[C@@]1(O)[C@H](O)C[C@@H]3[C@@]4(C)CCCNC(C)(C)[C@@H]4CC[C@@]3(C)[C@]1(C)CC2,115,117,109,109,104,97,111,109,113
COc1ccc(/C(=C\c2ccc3c(c2)OCO3)C(=O)Nc2nc3ccc(C)cc3s2)cc1OC,90,120,88,104,71,98,90,100,91
COc1cc2c3c(c4c5ccccc5[nH]c4c2c(OC)c1OC)C(=O)N(O)C3=O,73,61,52,49,17,55,46,55,54
Cc1ccc(S(=O)(=O)Oc2cc3oc(=O)c4c(c3cc2Cl)CCCCCC4)cc1,95,102,94,89,80,100,96,108,96
CCCN(c1ccc(OC)cc1)c1nc(-c2ccc([N+](=O)[O-])cc2)cs1,99,126,84,87,87,97,93,108,93
CCOC(=O)/C(=C\c1cccc(OC)c1)C(C)=O,/,118,109,102,93,104,98,103,109
Cc1cc(C(C)(C)C)c(O)c(C)c1CC1=NCCN1,109,117,108,103,108,107,101,104,105
Cc1ccc(NC=O)cc1NC=O,/,/,102,109,94,106,106,110,114
O=C(NCn1c(=O)[nH]c2ccccc2c1=O)N(c1ccccc1)c1ccccc1,91,110,104,104,98,98,96,108,100
O=C(C(c1ccccc1)c1ccccc1)N1CCN(S(=O)(=O)c2ccc(F)cc2)CC1,104,103,102,101,94,98,93,110,98
CCOC(=O)C(Nc1ccc(F)cc1)c1cc(C)c(N)c(C)c1 (centres undefined),93,113,93,101,96,102,98,78,95
Clc1nnc2ccc(N3CCC(c4ccccc4)CC3)nn12,50,86,61,83,70,92,75,90,89
C#CCOc1ccc(/C=N/Nc2nc(-c3ccc(F)cc3)cs2)cc1,112,98,110,103,97,107,96,105,99
CC1=C(C(=O)c2cnccn2)C(c2ccc(Br)cc2)NC(=O)N1 (centres undefined),96,/,100,102,90,102,104,98,113
CN(C)C1CCc2ccccc2C1OC(=O)/C=C/c1ccccc1 (centres undefined),47,98,100,99,98,96,99,122,105

In the list so far, 3 have a CF3 group.
smiles,SNB-75,COLO 205,HT29,SW-620,HCT-116,SNB-19,HCT-15,HCC-2998,KM12
CC(C(=O)c1ccccc1)C(=O)C(F)(F)F (centres undefined),98,109,111,98,92,98,105,112,107
CN(Cc1cccc(C(F)(F)F)c1)C(=O)[C@@H](CC(=O)N1CCC(N2CCCCC2)CC1)N1C(=O)[C@@H](N2C(=O)OC[C@@H]2c2ccccc2)[C@H]1/C=C/c1ccccc1,81,72,87,93,85,81,94,92,102
N#Cc1c(N)n(-c2ccc(OC(F)(F)F)cc2)c2cc(F)ccc12,87,82,77,104,55,90,79,109,45

The list goes on.
smiles,SNB-75,COLO 205,HT29,SW-620,HCT-116,SNB-19,HCT-15,HCC-2998,KM12
Cc1ccc(C(=O)NC2c3ccccc3Oc3ccccc32)cc1,35,74,23,39,30,49,40,76,51
COC(=O)Cc1nc2c(N)nc(N)nc2[nH]c1=O,88,115,107,108,109,/,101,103,105
O=C(CSc1nnc(-c2ccc(NC(=O)c3cccnc3)cc2)o1)Nc1ccc(F)cc1,104,96,114,96,76,97,104,112,109
C/C(=N\NC(=O)CC#N)c1cc2cc(Cl)ccc2o1,91,100,97,102,107,78,95,/,99
O=C(N/N=C/c1ccncc1)c1cc(O)c(O)c(O)c1,96,107,98,108,97,103,101,97,104
CC1=C(C(=O)c2cnccn2)C(c2ccccc2[N+](=O)[O-])NC(=O)N1 (centres undefined),96,/,107,101,96,110,102,108,111
COC1=C(Nc2ccc(OC)cc2)C(=O)C(OC)=C(Nc2ccc(OC)cc2)C1=O,88,94,107,96,104,100,97,103,101
CN1CCN(CC#CCn2c3c(c4ccccc42)C[C@]2(C)[C@H]4CC=C5[C@@H]6CC(C)(C)CC[C@]6(C(=O)N6CCOCC6)CC[C@@]5(C)[C@]4(C)CC[C@H]2C3(C)C)CC1,89,87,12,12,22,83,28,85,66
Nc1nc(N)c2ncn(C3C=CC(CO)C3)c2n1 (centres undefined),/,110,103,110,95,96,99,102,112
O=C(/C=C1\C(=O)N(Cc2ccc([N+](=O)[O-])cc2)c2ccccc21)c1ccc(OCCN2CCCCC2)cc1,22,-49*,-89*,-79*,-91*,58,-81*,42,3.7*
O=C1C2C3C=CC(O3)C2C(=O)N1N=C1CCCCC1 (centres undefined),86,119,97,98,101,107,98,/,103
Cc1nc(-c2ccc(F)cc2)ccc1NC(=O)Nc1ccc2c(c1)OCO2,112,124,86,113,84,111,98,106,89
COc1ccc(C2C=C(c3ccc(OC)c(OC)c3)N=C3SC=C(C)N32)c(Br)c1 (centres undefined),/,108,107,109,105,110,93,110,107
COc1ccc2ncccc2c1Cc1c(OC)ccc2ncccc12,44,80,30,41,59,82,58,/,52

Assay outcomes from PubChem.
